rTrxR1 inhibitor = blocks rat thioredoxin reductase 1 | recombinant rTrxR1, NADPH fluorescence consumption, selenite substrate | Potency, µM (highest dose often 114 µM), for inactives: top-dose activity change, negative = inhibition, most hits filed as inhibitors | AID 588453 | O89049 | actives 1% (n = 390,000); further: potency means the concentration at half of the fitted maximal effect; on the % scale 0 is the no-effect control and ±100 the full control effect; nearly all actives have a fitted effect of over 65% in size
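Rat TrxR1 (90 nM in the dispensed reagent) was pre-reduced with 400 uM NADPH for 5 min at room temperature, then incubated with compound for 15 min. After 400 uM selenite was added, NADPH fluorescence (Ex 340/Em 450 nm) was followed for 8 min.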
TRHR enhancer = allosterically enhances the human TRH receptor; actives 0.66% (n = 360,000); enhancement, % at 2 µM; TRHR cells, fluo-8 calcium fluorescence, EC20 TRH enhancement; in the data active means enhancement above about 30%; further: 0% is about no effect
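Enhancer read-out: after compound pinning and an initial kinetic agonist-mode read, an EC20 of TRH (10 nM final) was injected and fluo-8 calcium signal (Ex 480/Em 530) followed at 1 s/cycle for 100 cycles in TRHR-expressing cells.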
D2 agonist = activates the human D2 dopamine receptor. activation, % at 2 µM. HEK293 T-REx D2 cells, calcium flux agonist mode. actives 0.53% (n = 340,000);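 active means activation over 3 SD above normal in the single-dose calcium agonist read, cut at about 30% in these data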; further: 0% is about no effect
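HEK293 Trex D2 cells, tetracycline-induced, o/n 30 C 5% CO2; no-wash Ca dye, RT 30–90 min; 10-cycle baseline, 23 nl cpd added, kinetic Ca read 180 s; agonist hits = positive Ca response.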
USP1-UAF1 inh = USP1/UAF1 (human) deubiquitinase inhibition; Potency, µM (doses to about 57.1 µM), for the others: at the highest dose activity change, negative = inhibition, most hits filed as inhibitors; actives 0.23% (n = 390,000); AID 743255; O94782; recombinant USP1/UAF1, Ub-Rhodamine cleavage fluorescence; further: potency means the concentration at half of the fitted maximal effect; on the % scale 0 is the no-effect control and ±100 the full control effect; nearly all actives have a fitted effect of over 60% in size; inactives centre near -12
Target sequence (O94782 whole entry, looked up): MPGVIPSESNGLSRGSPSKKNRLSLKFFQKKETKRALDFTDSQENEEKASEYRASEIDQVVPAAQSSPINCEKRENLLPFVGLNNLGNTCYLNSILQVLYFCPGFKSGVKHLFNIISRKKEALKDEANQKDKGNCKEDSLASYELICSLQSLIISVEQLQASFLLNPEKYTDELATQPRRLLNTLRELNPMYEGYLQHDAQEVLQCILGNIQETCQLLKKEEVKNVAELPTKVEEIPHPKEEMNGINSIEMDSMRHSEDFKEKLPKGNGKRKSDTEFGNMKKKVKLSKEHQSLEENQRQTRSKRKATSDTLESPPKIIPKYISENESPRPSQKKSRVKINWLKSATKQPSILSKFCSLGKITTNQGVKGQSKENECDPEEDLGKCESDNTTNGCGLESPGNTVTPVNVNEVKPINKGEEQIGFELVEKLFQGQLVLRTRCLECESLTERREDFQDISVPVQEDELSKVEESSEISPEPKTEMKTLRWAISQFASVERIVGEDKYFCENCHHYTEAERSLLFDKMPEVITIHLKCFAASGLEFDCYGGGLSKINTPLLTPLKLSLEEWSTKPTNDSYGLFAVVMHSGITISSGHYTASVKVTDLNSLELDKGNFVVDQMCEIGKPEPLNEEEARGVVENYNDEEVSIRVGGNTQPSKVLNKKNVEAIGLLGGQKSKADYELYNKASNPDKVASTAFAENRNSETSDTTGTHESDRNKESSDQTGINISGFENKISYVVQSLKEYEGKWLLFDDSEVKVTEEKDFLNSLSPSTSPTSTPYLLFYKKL
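High-throughput fluorogenic screen: 1nM USP1/UAF1 complex, Ub-Rho substrate 150nM final, 50mM HEPES pH 7.8 with 0.5mM EDTA, 0.1 mg/ml BSA, 1mM TCEP and 0.01% Tween-20.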
PI4K2A inh = inhibitors of human PI4K2A | purified PI4K2A, ADP-Glo luminescence, 1 h; active compounds read low | activity change, negative = inhibition, % at 76.9 µM | Q9BTU6 | actives 0.13% (n = 420,000); in the data active means activity change below about -50%; inconclusive means mostly about -30% to -49%;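 further: -100% = wells without enzyme as full effect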
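Compounds are screened against recombinant PI4K2A using PI as substrate and ATP, the latter dispensed at 300 microM. Reactions run one hour at ambient temperature before ADP-Glo detection; full inhibition defined by wells lacking enzyme.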
D2 antagonist = antagonists of human D2 dopamine receptor; AID 485344; actives 2% (n = 340,000); HEK293 TREx D2 cells, calcium flux, dopamine EC80; inhibition, % at 10 µM; P14416; in the data active means inhibition above about 30%; further: 0% is about no effect
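Measurement of antagonist activity uses fluorescent calcium dye in inducible HEK293 T-REx D2 cells: 10 s baseline, compound addition with 180 s read, EC80 dopamine addition with a further 180 s read.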
mIDH1 inhibitor = human IDH1 R132H inhibition; IDH1-R132H enzyme, NADPH consumption, diaphorase/resazurin fluorescence; Potency, µM (series often up to 76.6 µM), for inactives: at the highest dose activity change, negative = inhibition, hits mostly inhibitors; O75874; actives 0.093% (n = 390,000); further: potency means the concentration at half of the fitted maximal effect; on the % scale 0 is the no-effect control and ±100 the full control effect; nearly all actives have a fitted effect of over 65% in size
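IDH1-R132H (0.5 ug/mL) preincubated 30 min with compound, then NADPH (0.016 mM) and alpha-KG (2 mM) added; 80 min at RT, pH 7.5. Remaining NADPH coupled via diaphorase/resazurin to fluorescence (540/590 nm); concentration-response curves normalized to no-enzyme control.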
TRHR agonist = TRH receptor (human) agonism; actives 0.18% (n = 360,000); activation, % at 2 µM; P34981; TRHR cells, calcium flux fluo-8, FDSS agonist mode; in the data active means activation above about 30%; further: 0% is about no effect
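TRHR-expressing cells, plated overnight in medium with 10% serum, were loaded with fluo-8 calcium dye at room temperature. After a 10 s baseline, library compound was pin-added and calcium release was recorded kinetically (ex 480/em 530) as agonist response.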
TrxR1 substrate = substrates of rat thioredoxin reductase 1; O89049; actives 0.01% (n = 390,000); Potency, µM (highest dose often 114 µM), for the others: at the top dose activity change, negative = substrate turnover; purified TrxR1 substrate turnover, NADPH consumption readout; AID 588456; further: potency means the concentration at half of the fitted maximal effect; on the % scale 0 is the no-effect control and ±100 the full control effect; nearly all actives have a fitted effect of over 50% in size
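Rat TrxR1, dispensed at 90 nM, was prereduced with 400 uM NADPH (final) for 5 min at ~22 deg C, then incubated with compound 15 min before 400 uM selenite. A first-read NADPH fluorescence drop versus no-compound background flagged substrates.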
The depositor's hits bear a star; u = inconclusive; x = no result given; [ ] = dose if it differs, or a comment. Unless noted, the call rests on the fitted dose curve; in most records, active means well fitted inhibition curve with a large enough effect; inconclusive means small, poorly fitted or top-dose-only effect; inactive means no such curve, though single readings can be large or run the other way.

SMILES	rTrxR1 inhibitor	TRHR enhancer	D2 agonist	USP1-UAF1 inh	PI4K2A inh	D2 antagonist	mIDH1 inhibitor	TRHR agonist	TrxR1 substrate
COCCNC(=O)Cc1ccc(Br)cc1	10%	14	-0.2	-6%	-2	-3	17%	-1.8	1%
Cc1cc(F)ccc1S(=O)(=O)N1CCCOC1CNC(=O)C(=O)NCCN1CCOCC1 (stereo unspecified)	20%	-6	1.6	-8%	-2	5	2%	0.4	9%
CCN(C(=O)COC(=O)c1ncc(Cl)c(Cl)c1Cl)c1c(N)n(Cc2ccccc2)c(=O)[nH]c1=O	8%	x	x	-12%	7	x	0%	x	0%
CC(OC(=O)CNC(=O)c1ccccc1F)C(=O)Nc1nc(-c2ccccc2)cs1 (stereo unspecified)	-12%	-3	-0.5	-17%	7	-1	7%	-0.9	-7%
COc1cc(C(=O)NN(CCC#N)C2=NS(=O)(=O)c3ccccc32)cc(OC)c1OC	28%	8	x	-4%	11	x	-9%	-2.8	-1%
COc1ccc(CCNC(=O)COC(=O)Cc2cccc(F)c2)cc1	-6%[57.1 µM]	2	-2.3	-14%	4	7	-3%	-0.3	-5%[57.1 µM]
COc1ccc(-c2nn(C)c(=O)c3ccccc23)cc1NC(=O)COc1ccc(C)cc1	13%	12	0.2	-7%	-5	-6	-3%	0.2	1%
CCOC(=O)c1cc(-c2ccc(/C=C3/C(=O)N(c4ccc(C(=O)O)cc4)N=C3C)o2)ccc1Cl	-8%	-3	-0.9	-25%	-24	14	u	-0.9	-4%
CCCNC(=O)c1ccc(-n2c(-c3ccccc3)cc3c2CCCCC3)cc1	10%	-7	3.5	9%	-4	x	20%	0.9	0%
CC(=O)c1cccc(OCc2cc(C(=O)NCc3nc(C)c(C)s3)no2)c1	6%	1	0.6	-4%	-6	-12	1%	-0.6	4%
COc1ccc(CC2(CO)CCN(C/C=C/c3ccccc3OC)CC2)cc1	6%	1	0.7	-6%	5	-9	0%	-0.2	-1%
COc1ccc(NS(=O)(=O)c2ccc(C)c(C(=O)N3CCN(Cc4cc(OC)ccc4OC)CC3)c2)cc1	6%[57.1 µM]	x	x	-16%	-2	x	0%	x	7%[57.1 µM]
Cc1cc(C)nc(NC2=NC3CCCCC3N2)n1 (stereo unspecified)	-20%	-6	0.0	1%	-7	-6	-4%	1.5	-10%
O=C(CCCSc1nnnn1-c1ccccc1)c1ccc(F)cc1	x	-15	0.9	x	x	-4	x	0.4	x
Cc1cc(C)cc(NS(=O)(=O)c2ccc(NC(=S)NC(=O)c3cccs3)cc2)c1	u	3	0.3	-5%	0	-10	3%	0.9	-7%
Cc1oc(C)c(C(=O)NCCCC(=O)O)c1C(=O)NCCCC(=O)O	10%[57.1 µM]	2	1.2	-12%	3	-3	3%	0.9	5%[57.1 µM]
COc1ccc(NC(=O)CN(C)C(=O)CNC(=O)Cc2cccc3ccccc23)cc1	1%	-3	0.9	-3%	2	-8	0%	-0.2	-1%
CC(=O)c1c(C(C)=O)c(C)n(NC(=O)c2ccncc2)c1C	-3%	x	x	-11%	-8	x	4%	x	-9%
Cc1cc(Cl)c(S(=O)(=O)Nc2ccc(S(=O)(=O)N3CCOCC3)cc2)cc1OCC(N)=O	15%	5	-0.9	-22%	-3	-5	10%	0.6	1%
CCOc1cc(C(=O)NN=C2CCCC2)cc(OCC)c1OCC	13%	-3	0.7	-15%	4	-9	18%	0.4	-2%
COc1ccc(C2CC3(O)CC(C#N)(C(=O)N3)C2(C#N)C#N)cc1 (stereo unspecified)	-2%	9	x	-18%	-5	x	13%	0.8	4%
CCOC(=O)c1sc(NC(=O)c2cc3ccccc3o2)nc1C	8%[57.1 µM]	-5	-0.2	-16%	2	-16	2%	-0.7	7%
COc1ccc(C2CC(=O)n3nc(C45CC6CC(CC(C6)C4)C5)nc3S2)cc1OC (stereo unspecified)	-4%	3	0.9	-28%	-3	-5	3%	-0.1	-4%
Cc1ccc(-c2noc(CCC(=O)NCCN3CCOCC3)n2)cc1	5%[57.1 µM]	11	0.3	-21%	-4	-1	2%	-0.5	12%[57.1 µM]
CNS(=O)(=O)c1cccc(C(=O)OCC(=O)NC(C)CCc2ccccc2)c1 (stereo unspecified)	22%	1	-0.6	-19%	1	4	-3%	-0.6	6%
O=c1c(-c2ccc(Br)cc2)[n+]([O-])c2ccccc2n1OCc1ccccc1	17%	4	0.7	-22%	-2	-12	22%	0.1	-1%
Cc1ccc(S(=O)(=O)Nc2ccc(-c3csc(-c4ccccc4)n3)cc2)cc1	-13%	0	-0.3	-14%	1	-11	-1%	0.1	-6%
CSc1ccccc1OCc1cc(C(=O)N(Cc2nccn2C)C(C)C)no1	-2%	0	-1.2	-17%	1	-10	8%	-0.6	-2%
COc1ccc(N(CC(=O)NC2CCCCC2)C(=O)c2ccc(C)s2)c(OC)c1	4%[57.1 µM]	-8	x	-11%	-4	x	-11%	-0.9	5%[57.1 µM]
O=C(CCC(=O)OCC(=O)c1ccccc1)Nc1cccc2cccnc12	21%	-8	-0.6	2%	2	-10	-3%	0.1	10%
Cc1ccnc(NS(=O)(=O)c2ccc(NC(=O)c3oc4ccc(F)cc4c3C)cc2)n1	4%	2	0.1	u	3	6	-21%	-0.1	-6%
Cn1c(CNC(=O)C(Cc2ccccc2)NC(=O)c2cccc(F)c2)cc(=O)n(C)c1=O (stereo unspecified)	3%[57.1 µM]	7	-0.3	2%	4	-5	0%	-0.6	4%[57.1 µM]
CCCCSCCCNC(=O)c1ccc(CS(=O)(=O)c2ccc(OC)cc2)o1	24%[57.1 µM]	-12	-1.6	-20%	5	-14	3%	-0.3	-4%[57.1 µM]
Cc1nc(NC(=O)CSc2cc(C)c3ccccc3n2)c(Cl)cc1Cl	-6%	-6	1.2	1%	-3	7	11%	-0.4	0%
CC(C)Cn1c(Br)nc2c1c(=O)n(CCC#N)c(=O)n2C	6%[57.1 µM]	13	0.4	0%	2	3	3%	-2.1	5%[57.1 µM]
Cc1ccc(C(=O)CCC(=O)Nc2cccnc2)cc1C	4%[57.1 µM]	15	1.1	-9%	2	1	0%	0.1	2%[57.1 µM]
O=C(Cn1c(=O)n(CCCS(=O)(=O)C2CCCCC2)c(=O)c2ccccc21)Nc1ccc(F)c(Cl)c1	-3%	0	x	-21%	-3	x	17%	0.7	-1%
COc1ccc(CN2CCOCC2)cc1OC	4%	-3	0.5	-22%	-13	-4	6%	0.7	-2%
c1ccc(Cn2c(SCc3nc4ccccc4s3)nnc2-c2ccco2)cc1	10µM*	-9	0.3	2%	u	9	3%	-1.1	8%[57.1 µM]
NC1=NC2(CCCCC2)N(c2cccc(Cl)c2)C(N)=N1	32%[57.1 µM]	9	0.4	-3%	-1	-4	1%	0.3	12%[57.1 µM]
Nc1nc(NCCc2ccccc2)nc(NCCO)c1[N+](=O)[O-]	2%	3	-0.2	-21%	-16	1	5%	-0.4	-8%

Single records (already shown). Screens in order: rTrxR1 inhibitor, TRHR enhancer, D2 agonist, USP1-UAF1 inh, PI4K2A inh, D2 antagonist, mIDH1 inhibitor, TRHR agonist, TrxR1 substrate
Record of `CCCCSCCCNC(=O)c1ccc(CS(=O)(=O)c2ccc(OC)cc2)o1` = 24%[57.1 µM], -12, -1.6, -20%, 5, -14, 3%, -0.3, -4%[57.1 µM]
Record of `c1ccc(Cn2c(SCc3nc4ccccc4s3)nnc2-c2ccco2)cc1` = 10µM*, -9, 0.3, 2%, u, 9, 3%, -1.1, 8%[57.1 µM]
Record of `Nc1nc(NCCc2ccccc2)nc(NCCO)c1[N+](=O)[O-]` = 2%, 3, -0.2, -21%, -16, 1, 5%, -0.4, -8%
Record of `Cc1ccc(C(=O)CCC(=O)Nc2cccnc2)cc1C` = 4%[57.1 µM], 15, 1.1, -9%, 2, 1, 0%, 0.1, 2%[57.1 µM]
Record of `Cc1nc(NC(=O)CSc2cc(C)c3ccccc3n2)c(Cl)cc1Cl` = -6%, -6, 1.2, 1%, -3, 7, 11%, -0.4, 0%
